# NOD2 RIPK2 PPI: NOD2-RIPK2 binding disruptors in cells, primary screen, fluorescence, CHO cells, BLA complementation. CCF4 ratio. 360,000 tested, 0.38% active. inhibition, % at 4.98 µM. Receptor-interacting serine/threonine-protein kinase 2 (Homo sapiens), O43353; in the data active = inhibition above about 21%;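 note: 0% = vehicle only and 100% = reference blocker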
# Target sequence (O43353 whole entry, looked up): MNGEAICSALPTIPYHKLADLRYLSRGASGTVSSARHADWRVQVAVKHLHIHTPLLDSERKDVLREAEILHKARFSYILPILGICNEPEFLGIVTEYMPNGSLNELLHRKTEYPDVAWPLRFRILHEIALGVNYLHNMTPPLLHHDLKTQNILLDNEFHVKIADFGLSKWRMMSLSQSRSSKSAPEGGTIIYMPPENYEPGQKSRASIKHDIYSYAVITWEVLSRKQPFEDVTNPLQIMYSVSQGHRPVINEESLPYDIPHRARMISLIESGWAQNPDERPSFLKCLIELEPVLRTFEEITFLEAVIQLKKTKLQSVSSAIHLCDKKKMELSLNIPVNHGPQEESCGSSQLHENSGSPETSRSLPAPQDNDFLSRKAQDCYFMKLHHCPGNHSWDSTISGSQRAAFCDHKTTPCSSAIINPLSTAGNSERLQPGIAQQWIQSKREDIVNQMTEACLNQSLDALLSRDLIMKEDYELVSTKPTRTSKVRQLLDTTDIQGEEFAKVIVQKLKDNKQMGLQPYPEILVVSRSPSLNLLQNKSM
# TROY NFkB inh: inhibitors of TROY-driven NF-kB signaling, primary screen, Q293 LMP1-TROYcd cells, NF-kB luciferase, uHTS; 360,000 tested, 0.98% active; Q293 LMP1-TROYcd NF-kB luciferase reporter, 4 h; inhibition, % at 10 µM;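 active = compounds whose plate-normalised and pattern-corrected inhibition of the luciferase reporter signal at the single screening dose is 50% or more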
# COUP-TFII inh: NR2F2 transcriptional activity inhibitors, primary screen, cell-based, luciferase reporter, HEK293T, luminescence; HEK293T NGFI-A luciferase reporter; inhibition, % at 8.6 µM; 370,000 tested, 0.7% active; AID 686940, 2013;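 active = inhibition above a per-plate cutoff, mean inhibition of test wells between control levels plus 3 SD, cut at about 38% in these data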;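 note: cells cotransfected with COUP-TFII expression vector driving the NGFI-A reporter; 0% = median of COUP-TF2 test wells and 100% = reporter-only cells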
# NCOA1 inh: SRC1 coactivator transcriptional activity inhibitors, primary screen, cell-based, luminescence; HEK293 GAL4-SRC1 luciferase reporter; inhibition, % at 3.6 µM; Nuclear receptor coactivator 1 (Homo sapiens), Q15788; 360,000 tested, 0.12% active; AID 588354, 2011;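 active = inhibition above the campaign mean plus 3 SD, with each screening campaign given its own cutoff, cut at about 60% in these data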;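 note: 0% = DMSO treated cells and 100% = gossypol at 36 µM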
# SRC2 inh: inhibition of GAL4-SRC2 driven luciferase reporter, primary screen, SRC2 inhibitor project, cell-based, luminescence. AID 651957, 2012. Nuclear receptor coactivator 2 (Homo sapiens), Q15596. HEK293 GAL4-SRC2 luciferase reporter. 370,000 tested, 0.17% active. inhibition, % at 9 µM;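 active = inhibition above the mean inhibition of all tested compounds plus 3 SD, set per campaign, cut at about 52% in these data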;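 note: 0% = DMSO treated cells and 100% = cells given Gossypol at 36 µM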
# LRH-1 inv ag: LRH-1 (NR5A2) inverse agonists, primary screen, cell-based, luminescence, HEK293T, StAR-luciferase reporter; Nuclear receptor subfamily 5 group A member 2 (Homo sapiens), O00482; LRH-1 transfected, 24 h; inhibition, % at 3.6 µM; 360,000 tested, 0.13% active;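 active = inhibition above the mean inhibition of all tested compounds plus 3 SD, cut at about 73% in these data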;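 note: 0% = DMSO wells and 100% = reporter-only cells lacking LRH-1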
# Target sequence (O00482 whole entry, looked up): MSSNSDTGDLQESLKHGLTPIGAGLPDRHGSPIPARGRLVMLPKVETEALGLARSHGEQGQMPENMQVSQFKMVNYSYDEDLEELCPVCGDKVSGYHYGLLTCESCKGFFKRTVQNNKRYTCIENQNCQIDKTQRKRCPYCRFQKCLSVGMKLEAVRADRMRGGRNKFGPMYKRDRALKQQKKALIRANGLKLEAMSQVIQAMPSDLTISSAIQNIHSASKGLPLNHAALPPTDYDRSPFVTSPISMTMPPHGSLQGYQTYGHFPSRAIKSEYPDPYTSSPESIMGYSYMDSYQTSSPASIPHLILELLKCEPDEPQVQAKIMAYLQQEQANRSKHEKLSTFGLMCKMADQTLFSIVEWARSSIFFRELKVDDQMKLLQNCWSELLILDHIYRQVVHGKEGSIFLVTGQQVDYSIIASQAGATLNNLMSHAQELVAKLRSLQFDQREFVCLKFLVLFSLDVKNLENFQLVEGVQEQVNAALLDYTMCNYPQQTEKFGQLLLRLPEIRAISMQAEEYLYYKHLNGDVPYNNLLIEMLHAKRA
# ABHD5-PLIN5 inh: ABHD5-PLIN5 interaction inhibitors, primary screen, cell lysate, split luciferase complementation, luminescence; Perilipin-5 (Homo sapiens) + 1-acylglycerol-3-phosphate O-acyltransferase ABHD5 (Homo …; Split G. princeps luciferase complementation, 4 h; inhibition, % at 4 µM; 360,000 tested, 0.78% active; AID 602281, 2012;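 active = inhibition above the mean inhibition across every tested compound plus 3 SD, cut at about 22% in these data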;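 note: 0% = DMSO only wells and the 100% control is not disclosed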
# Exocytosis inh: LAMP-1 surface exposure blockers, TALL-104 cells – cell-based, flow cytometry, MLPCN library, primary screen. TALL-104 LAMP-1 surface exposure; cells stimulated with thapsigargin and PMA. 360,000 tested, 0.66% active. AID 651702, 2012. inhibition, % at 10 µM;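 active = inhibition above about 55%, limit read from the data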
# TLR9-MyD88 inh: inhibitors of TLR9-MyD88 association in cells, primary screen, cell-based, CHO, BLA complementation, fluorescence; Toll-like receptor 9 (Homo sapiens) + Myeloid differentiation primary response protein …; CCF4 FRET ratio; inhibition, % at 4.98 µM; 340,000 tested, 0.21% active;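 active = inhibition above the mean over all tested compounds plus 3 SD, cut at about 21% in these data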;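 note: 0% = DMSO only wells and 100% = clavulanate BLA inhibitor control wells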
# TWEAK-Fn14 inh: inhibitors of TWEAK-Fn14 signaling, primary screen, luciferase reporter cells, uHTS; 360,000 tested, 2% active; inhibition, % at 10 µM; AID 1159606, 2016; TWEAK-stimulated Fn14 reporter cells, luciferase luminescence, 8 h; in the data active = inhibition above about 50%
# NCOA3 inh: SRC3 coactivator transcriptional activity inhibitors, primary screen, cell-based, luminescence; 360,000 tested, 0.17% active; Nuclear receptor coactivator 3 (Homo sapiens), Q9Y6Q9; HEK293 GAL4-SRC3 luciferase reporter; inhibition, % at 3.6 µM;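 active = inhibition above a per-campaign cutoff, the mean of all compounds plus 3 SD, cut at about 60% in these data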;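 note: 0% = DMSO-treated cells and 100% = gossypol-treated cells at 36 µM; higher means less SRC3-driven luciferase light from the GAL4 reporter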
# Starred values were filed as active, the others as inactive; x = no result given. The list is partial; the hit share may differ from the screen's.
SMILES,NOD2 RIPK2 PPI,TROY NFkB inh,COUP-TFII inh,NCOA1 inh,SRC2 inh,LRH-1 inv ag,ABHD5-PLIN5 inh,Exocytosis inh,TLR9-MyD88 inh,TWEAK-Fn14 inh,NCOA3 inh
Clc1ccc(N2N=C(c3cccs3)CC2c2ccco2)cc1 (stereo not given),2,-43,-8,-15,-33,-33,-5,-1,-11,-24,-16
Cc1ccc(NC2=NC(c3ccccc3)n3c(nc(C)cc3=O)N2)cc1 (stereo not given),5,-2,8,-20,15,5,0,-1,4,7,4
O=C(NNC(=O)c1ccccc1[N+](=O)[O-])c1csc(N2CCOCC2)n1,-4,7,9,-4,1,16,-4,1,-10,7,6
CCCc1cc(C(=O)OC)c2ccccc2n1,0,8,-24,1,-6,19,-6,3,-9,3,15
COc1ccc(-c2[nH]ncc2CNCCCSC)cc1F,-4,8,0,-10,-7,-9,5,8,-6,-7,20
CCOC(=O)c1cc2c(=O)n3ccccc3nc2n(Cc2ccco2)c1=NC(=O)c1ccc(OC)cc1,3,21,10,7,1,11,13,8,3,5,-6
Cc1ccc(NS(=O)(=O)c2ccc(CCC(=O)O)cc2)cc1,5,16,-9,7,-7,13,-3,0,10,18,17
CCN(CC)C1=NS(=O)(=O)c2cc([N+](=O)[O-])ccc21,-3,-15,-5,-8,-17,5,-4,-2,4,20,7
COc1cccc(C(C(=O)NC2CCCC2)N2CCN(c3cc(C)ccc3C)CC2)c1OC (stereo not given),16,x,12,x,-11,14,11,-2,x,x,x
CC1(C(=O)NS(=O)(=O)c2ccccc2)CCN1C(=O)CC1CCCC1 (stereo not given),5,11,0,2,-9,12,-1,-5,x,0,-4
CN1C(=O)[C@H]2[C@@H](C3CC3)N3C(=O)CN(CCO)C(=O)[C@@]3(Cc3ccccc3)[C@H]2C1=O,-12,-10,-3,3,-13,-14,-13,-6,-11,-4,12
C=C1CCN([C@H](C(=O)OCc2cccc(C)c2)C(C)C)S(=O)(=O)c2ccccc21,-4,-20,15,-25,1,8,1,-3,10,6,-6
COc1ccc(OCCC(=O)OCC(=O)NCc2ccco2)cc1,1,15,-2,-6,-15,9,4,1,-97,-1,-17
COCCNc1nc2c(S(=O)(=O)c3cc(C)ccc3C)nnn2c2ccccc12,2,5,-8,-2,-9,26,-5,-12,3,-7,1
CN1CCN(CC(=O)Nc2nc(-c3ccccc3)cs2)CC1,0,-8,11,-8,3,-6,0,-3,-4,-1,-6
COc1ccc(NC(=O)Nc2cccc3ccccc23)cc1S(N)(=O)=O,-4,50,4,14,-37,5,13,-8,-1,12,-1
CNC(=O)Nc1cc(C)nn1C,2,-4,1,9,11,-16,1,1,-1,9,6
Cc1cc(C)cc(NC(=O)CC23CC4CC(C2)CC(n2nnc(C)n2)(C4)C3)c1,3,3,-1,-4,-56,12,-6,1,3,-16,17
CC(OC(=O)c1ccc2c(=O)n3c(nc2c1)CCCCC3)C(=O)Nc1ncc(Cl)cc1Cl (stereo not given),4,-7,2,-7,8,12,6,-1,-1,-3,21
CCOC(=O)c1c(N2CCN(c3ccccc3)CC2)cc(C)nc1C,-6,8,22,-11,6,4,2,62*,-2,19,-1
c1ccc(-c2ccccc2OCCOCCN2CCNCC2)cc1,-8,-4,7,9,17,5,1,9,-1,-5,10
O=C(c1ccc2c(c1)OCO2)C1CCCN(C(=O)C2CCOCC2)C1 (stereo not given),4,1,-13,8,12,10,7,0,-12,-11,2
CCc1ccc(NC(=O)c2cc(S(=O)(=O)N3CCCC3)ccc2F)cc1,-2,-1,18,-13,3,-8,5,-1,1,11,-7
COc1ccccc1C(=O)NCCC(=O)N(C)CC(=O)Nc1ccc(N2CCOCC2)cc1,4,-12,-3,-10,-19,-19,2,9,-2,-10,-24
COc1ccc(CCNC(=O)CC(=O)N/N=C\c2ccc(OCC(N)=O)cc2)cc1OC,4,5,-2,-4,-35,6,6,16,-9,4,3
Cc1cccc(N2CCN(S(=O)(=O)c3ccc4c(c3)CCC(=O)N4)CC2C)c1 (stereo not given),1,12,-7,5,15,-6,1,-2,2,-6,7
CCCCSC1=C(C#N)C(c2ccccc2C)C(C(=O)OCC)C(=O)N1 (stereo not given),2,14,13,6,12,16,-5,7,-5,3,11
Cc1cccc(NC(=O)C(=O)NCc2ccccn2)c1,-5,-56,-10,-57,-35,-69,-1,-1,16,-16,-41
CC(C)(C)c1ccc(OCC(=O)Nc2ccc(-c3nc4cccnc4o3)cc2)cc1,-6,24,-26,-15,21,25,5,-1,-2,-22,-11
CC(C)NCC(O)Cn1c2c(c3ccccc31)CCc1c-2cnn1-c1ccccc1 (stereo not given),14,-20,-97,-24,-28,-2,19,9,-3,-207,19
CCc1nn(CC(=O)N2CC(C)CC(C)C2)c(=O)c2cccn12 (stereo not given),-1,9,1,-4,-12,-12,3,-4,3,-29,10
Cc1cc(C)nc(N2CCCC(C(=O)NCc3ccccc3)C2)n1 (stereo not given),1,-18,-8,6,13,-15,6,3,6,0,-7
Cc1ccccc1Nc1nc(-c2cccnc2)cs1,-17,-21,-20,-45,-47,-85,-6,-1,-17,-7,-74
O=C(CSc1ncccc1-c1nc2ccccc2[nH]1)Nc1ccc2c(c1)OCCO2,-9,28,-2,-36,-16,61,2,-1,-9,21,-16
COc1ccc(-n2nnc3c(=O)n(C/C=C/c4ccccc4)cnc32)cc1,-4,-1,5,-15,9,10,5,3,-1,19,5
COC(=O)c1ccc(NC(=O)c2ccc3c(c2)C(=O)N(C)C3=O)cc1,-15,2,-13,-1,1,-3,-6,-17,2,12,-4
CC(O)c1c(-c2ccccc2)nn(C)c1Cl (stereo not given),12,1,14,-8,8,11,3,-2,12,10,10
O=C1C2CC3N1CCC31c3ccccc3-n3c1c2ccc3=O (stereo not given),2,11,16,9,6,-5,-6,7,1,21,19
Cn1nccc1C(=O)N1CCc2ccccc21,-6,-3,-28,-2,-24,2,-4,-2,5,3,-5
COc1ccc(C(O)c2nc(/C=C/c3ccc(C(F)(F)F)cc3)cs2)cc1 (stereo not given),-8,5,-13,4,-12,-4,-4,-14,x,3,2
CCC(C(=O)NC1CCCC1)N(C(=O)Cn1nnc(-c2ccc(C)o2)n1)C(C)(C)C (stereo not given),-7,1,1,-8,-9,9,-1,-2,-6,-22,11
COc1ccc(-c2cc(C(=O)NNC(=S)NC(=O)c3c(-c4ccccc4)noc3C)[nH]n2)cc1,1,5,-10,8,11,5,-2,-4,2,21,40
Cc1onc(-c2c(Cl)cccc2Cl)c1C(=O)NCc1ccco1,-1,9,-18,-9,-21,-3,2,-2,-13,6,-1
COc1ccc(S(=O)(=O)N2CCC(C(=O)NCCC(=O)Nc3cccc(Cl)c3)CC2)cc1,10,6,13,14,5,11,8,-2,-11,7,6
COc1ccc(CNC(=O)CSc2nnc3c(n2)[nH]c2ccc(C)cc23)cc1,0,9,0,-20,11,5,2,-12,6,3,-19
CC(C(=O)NC(=O)NC1CCCCC1)N1CCN(c2ccc(O)cc2)CC1 (stereo not given),-7,4,8,-2,27,-1,1,-1,-3,2,-19
CC(C)(C)c1oc(C(=O)O)cc1CN1CCOCC1,8,-6,7,-17,-16,-13,1,-4,5,2,2
CCOC(=O)C1(C)CCCN(C(=O)c2cccnc2SC)C1 (stereo not given),-6,-1,7,-1,-6,11,-1,-1,x,-6,0
C[C@@H](C(=O)NCC1CCCO1)N1C(=O)N2CCc3c([nH]c4ccccc34)[C@@]2(C)C1=O (stereo not given in full),-7,13,-17,-1,0,17,-5,2,-7,-6,-13
COc1ccc(N(CC(=O)Nc2cccc(C(C)=O)c2)S(C)(=O)=O)cc1OC,-15,23,8,7,1,4,-1,-1,-3,0,-10
O=[N+]([O-])c1ccccc1/C=C/C=N/N1CCCCC1,-13,-61,-42,-83,-81,-76,-8,7,1,-51,-92
COc1ccc(C(=O)/C=C/Nc2cc(C)on2)cc1,2,-51,-38,-92,-61,-140,1,-3,3,-11,-77
COc1cccc(C2=NOC(C(=O)Nc3c(C)n(C)n(-c4ccccc4)c3=O)C2)c1 (stereo not given),3,-12,5,0,9,-3,6,-3,4,-10,-1
O=C1CSC(c2cccnc2)N1CC1CC1 (stereo not given),2,-4,15,7,-11,10,-1,-3,8,-3,-3

# Compound profiles, from the list above. Screens in order: NOD2 RIPK2 PPI	TROY NFkB inh	COUP-TFII inh	NCOA1 inh	SRC2 inh	LRH-1 inv ag	ABHD5-PLIN5 inh	Exocytosis inh	TLR9-MyD88 inh	TWEAK-Fn14 inh	NCOA3 inh
# Results for Clc1ccc(N2N=C(c3cccs3)CC2c2ccco2)cc1 (stereo not given) → 2	-43	-8	-15	-33	-33	-5	-1	-11	-24	-16
# Results for O=[N+]([O-])c1ccccc1/C=C/C=N/N1CCCCC1 → -13	-61	-42	-83	-81	-76	-8	7	1	-51	-92
# Results for C=C1CCN([C@H](C(=O)OCc2cccc(C)c2)C(C)C)S(=O)(=O)c2ccccc21 → -4	-20	15	-25	1	8	1	-3	10	6	-6
# Results for COc1ccc(-c2cc(C(=O)NNC(=S)NC(=O)c3c(-c4ccccc4)noc3C)[nH]n2)cc1 → 1	5	-10	8	11	5	-2	-4	2	21	40
# Results for CCOC(=O)c1cc2c(=O)n3ccccc3nc2n(Cc2ccco2)c1=NC(=O)c1ccc(OC)cc1 → 3	21	10	7	1	11	13	8	3	5	-6

# 2 of the compounds above, with two lines to a compound:
# Order of results – NOD2 RIPK2 PPI	TROY NFkB inh	COUP-TFII inh	NCOA1 inh	SRC2 inh	LRH-1 inv ag	ABHD5-PLIN5 inh	Exocytosis inh	TLR9-MyD88 inh	TWEAK-Fn14 inh	NCOA3 inh
Cc1ccc(NS(=O)(=O)c2ccc(CCC(=O)O)cc2)cc1
 : 5	16	-9	7	-7	13	-3	0	10	18	17
CCN(CC)C1=NS(=O)(=O)c2cc([N+](=O)[O-])ccc21
 : -3	-15	-5	-8	-17	5	-4	-2	4	20	7

# Screens from PubChem.
